LDHA inh: blocks human lactate dehydrogenase A; purified LDHA, NADH/diaphorase-resazurin fluorescence; stronger effect = lower value; P00338; activity change, % (values are at about 110 or 230 µM); 480,000 compounds, 0.15% hits; in the data active = activity change below about -30%; inconclusive = mostly about -25% to -30%;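 also: plate controls were DMSO wells for no effect and wells without enzyme for full effect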
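Human LDH5 (2 nM) was incubated with 0.06 mM NADH and 0.2 mM pyruvate for 5 min at room temperature in Tris pH 7.4. Remaining NADH was coupled through diaphorase/resazurin, and resorufin fluorescence was read at 0 and 20 min.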
RGS4 inhibitor: inhibitors of human regulator of G protein signaling 4. P49798. Transcreener GDP fluorescence polarization, RGS4-accelerated GTP hydrolysis. Potency, µM (series often up to 114 µM), for the others: top-dose activity change, negative = inhibition, hits mostly inhibitors. 390,000 compounds, 0.039% hits. AID 504845; also: potency is read from the fitted curve at half-maximal effect; % is scaled to controls: 0 for no effect and ±100 for the full control effect; nearly all actives have a fitted effect of over 75% in size; some results filed as inactive show a strong effect at the top dose
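MLSMR compounds (23 nl, pin-transferred) preincubated 10 min at room temperature with a 500nM (2x) first reagent, then RGS4 at 900nM (2x) plus Transcreener GDP mix added; fluorescence polarization (620/688 nm) read before and after 90 min at 30 °C.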
POLH inh: DNA polymerase eta (human) inhibition; Q9Y253; recombinant Pol eta, fluorescent DNA replication assay; Potency, µM (highest dose often 114 µM), without a hit: at the highest dose activity change, negative = inhibition, usual class: inhibitors; 390,000 compounds, 1.2% hits; also: potency is read from the fitted curve at half-maximal effect; % is scaled to controls: 0 for no effect and ±100 for the full control effect
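Pol eta (10 nM) was preincubated with compounds for 15 min at room temperature, after which fluorescent replication substrate (50 nM final) was added to start the reaction. Fluorescence was read kinetically at 0 and 10 min.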
POLK inh: DNA polymerase kappa (human) inhibition; purified Pol kappa, fluorescent DNA synthesis assay, 10 min; AID 588579; Potency, µM (highest dose often 107 µM), for inactives: at the highest dose activity, negative = inhibition, most hits filed as inhibitors; Q9UBT6; 400,000 compounds, 0.53% hits; also: potency is read from the fitted curve at half-maximal effect; % is scaled to controls: 0 for no effect and ±100 for the full control effect
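Fluorescent qHTS in 1536-well format: enzyme (10 nM) and compound sat 15 min at room temperature before 50 nM substrate (final) was added. Signal taken at 0 and 10 min; no-enzyme buffer wells were negative controls.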
POLB inh: blocks human DNA polymerase beta activity | AID 485314 | Potency, µM (series often up to 114 µM), inactives show at the top dose activity change, negative = inhibition, hits mostly inhibitors | 340,000 compounds, 1.3% hits | P06746 | Pol beta primer extension/strand displacement, fluorescence kinetic; also: potency is read from the fitted curve at half-maximal effect; % is scaled to controls: 0 for no effect and ±100 for the full control effect
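10 nM enzyme + cpd, 15 min RT; start with substrate 50 nM final; read 0 min and after 10 min RT. Corrected, normalized data; 4-parameter Hill curve fit.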
APE1 inh: blocks human APE1 abasic DNA cleavage. P27695. Potency, µM (titrated, usually from 65.8 µM), without a hit: top-dose activity change, negative = inhibition, usual class: inhibitors. recombinant APE1, TAMRA/BHQ-2 abasic DNA cleavage fluorescence. 350,000 compounds, 0.35% hits;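 also: potency is read from the fitted curve at half-maximal effect; plate controls were vehicle for no effect and reference inhibitor for full effect; nearly all actives have a fitted effect of over 55% in size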
Target sequence (P27695 whole entry, looked up): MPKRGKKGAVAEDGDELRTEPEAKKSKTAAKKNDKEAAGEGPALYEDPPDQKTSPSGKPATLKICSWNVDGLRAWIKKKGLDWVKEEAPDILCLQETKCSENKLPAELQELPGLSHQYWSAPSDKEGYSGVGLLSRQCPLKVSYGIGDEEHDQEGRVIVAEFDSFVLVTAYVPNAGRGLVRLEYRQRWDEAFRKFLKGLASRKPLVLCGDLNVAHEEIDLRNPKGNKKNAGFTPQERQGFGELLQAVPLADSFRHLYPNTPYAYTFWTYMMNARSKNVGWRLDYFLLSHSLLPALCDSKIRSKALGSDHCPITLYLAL
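Quantitative HTS: incision of a TAMRA/BHQ-2 double-stranded substrate bearing a tetrahydrofuran abasic site by 0.75 nM APE1 raises fluorescence. Substrate 50 nM final, added after 15 min compound preincubation at room temperature; progress as third-minus-first kinetic read difference.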
ALOX12 inh: blocks human arachidonate 12S-lipoxygenase; purified 12hLO, xylenol orange hydroperoxide absorbance; Potency, µM (highest dose often 108 µM), for the others: top-dose activity change, negative = inhibition, usual class: inhibitors; 580,000 compounds, 1.1% hits; AID 1671190; also: potency is read from the fitted curve at half-maximal effect; % is scaled to controls: 0 for no effect and ±100 for the full control effect
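Hydroperoxide product was detected by ferrous iron/xylenol orange as the 573 to 405 nm absorbance ratio. Arachidonic acid at 40 uM (final) was turned over for 30 min at room temperature by 150 nM human 12hLO, pH 7.0 Hepes buffer, after 15 min compound preincubation.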
ERG-DNA inh: ERG Ets/DNA interaction inhibition. P11308. fluorescence polarization, His-ERG Ets domain / labelled DNA. Potency, µM (titrated, usually from 76.9 µM), for the others: at the highest dose FP activity, negative = inhibition, most hits filed as inhibitors. 370,000 compounds, 0.028% hits. AID 624246; active = well fitted inhibition curve with a large enough effect in the polarisation, with a control signal flat; inconclusive = small, poorly fitted or top-dose-only effect, or effect the other way, or a change in a side signal; inactive = no such curve, though single readings can be large or run the other way; the % refers to the polarisation;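 also: polarization taken with two DNA probes labelled with fluorescein and Texas red; potency is read from the fitted curve at half-maximal effect; % of control where 0% means no effect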
Target sequence (P11308 whole entry, looked up, the tested form may be a part): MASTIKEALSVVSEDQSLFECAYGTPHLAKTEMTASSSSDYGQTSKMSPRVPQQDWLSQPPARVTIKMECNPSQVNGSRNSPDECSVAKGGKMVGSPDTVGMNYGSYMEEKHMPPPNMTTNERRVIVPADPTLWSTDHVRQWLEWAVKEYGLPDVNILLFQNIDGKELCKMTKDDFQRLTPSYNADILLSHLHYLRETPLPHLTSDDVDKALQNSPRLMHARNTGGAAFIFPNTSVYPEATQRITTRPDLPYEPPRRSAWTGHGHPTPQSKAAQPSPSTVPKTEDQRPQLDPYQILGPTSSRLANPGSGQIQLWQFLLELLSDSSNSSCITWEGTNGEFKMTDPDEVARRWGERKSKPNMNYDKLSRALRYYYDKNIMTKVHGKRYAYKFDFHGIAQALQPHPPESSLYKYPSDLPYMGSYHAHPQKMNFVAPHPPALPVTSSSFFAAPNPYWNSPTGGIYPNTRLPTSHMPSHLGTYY
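His-tagged ERG Ets domain (1 uM in the protein solution; 300mM KCl, 50mM Tris-HCl, 1mM EDTA, 1mM DTT, pH 7.5) received compound, then a probe mix of 5 nM fluorescein-DNA and 100nM Texas-615-DNA. Fluorescence polarization was read for both dyes.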
Anesthetic bind: candidate novel general anesthetic via apoferritin binding | Potency, µM (series often up to 77.5 µM), without a hit: at the top dose activity change, negative = displacement, actives largely listed as inhibitors | apoferritin/1-aminoanthracene competitive binding, fluorescence | 350,000 compounds, 0.074% hits | P02791; also: potency is read from the fitted curve at half-maximal effect; % is scaled to controls: 0 for no effect and ±100 for the full control effect; nearly all actives have a fitted effect of over 20% in size
Target sequence (P02791 2-175 limits assumed): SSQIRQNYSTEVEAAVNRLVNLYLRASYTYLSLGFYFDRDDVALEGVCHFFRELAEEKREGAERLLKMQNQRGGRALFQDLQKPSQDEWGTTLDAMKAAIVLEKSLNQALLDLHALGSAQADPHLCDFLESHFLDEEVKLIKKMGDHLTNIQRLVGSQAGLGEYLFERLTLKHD
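In PBS, apoferritin at 10 uM is loaded with 1-AMA from a 50% saturated solution. After 10 min of compound exposure at ambient temperature, reduced 535 nm fluorescence indicates probe displacement.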
Active calls of the source: *; ? = inconclusive; nt = no result given; & = joins results of further samples; [ ] = remark or other dose. Unless noted, calls follow the shape of the dose curve; as a rule, active = well fitted curve in the direction sought with a large enough effect; inconclusive = small, poorly fitted or top-dose-only effect, or another doubt; inactive = no such curve, though single readings can be large; an effect the other way counts as inactive or inconclusive. These rows are one share of the data; rates above refer to the full screens.

SMILES	LDHA inh	RGS4 inhibitor	POLH inh	POLK inh	POLB inh	APE1 inh	ALOX12 inh	ERG-DNA inh	Anesthetic bind
Cc1ncoc1C(=O)Nc1ccccc1-c1ccccc1	-4	-18%	-5%	-5%	0%	-5%	-17%	0%	-16%
CC(=O)C1=C(O)C(=O)N(C)C1c1ccccc1[N+](=O)[O-] (centres undefined)	15	-31%	3%	-19%	15%	3%	?	-1%	5%
C/C(=N\NC(=O)c1ccc(Cl)cc1)c1ccccn1	-1	16%	-2%	-3%	29%	15%	22%	-7%	-5%
CCc1ccc2nc(N(Cc3cccnc3)C(C)=O)sc2c1	-2	-11%	-24%	0%[60.1 µM]	5%	nt	-16%	-21%	-12%
COc1cc(CNn2cn[nH]c2=S)ccc1OCC(=O)NC(C)(C)C	-2	-19%[56.9 µM]	-7%	-3%	8%	18%	?	-2%	-16%
Cc1ccc(C(=O)N2c3ccccc3OCC2C)cc1 (centres undefined)	0	15%	-13%	5%	32%	-3%	0%	3%	-10%
Cc1ccc(C(=O)Nc2ncccc2O)o1	23	7%	12%	-16%	nt	8%	1%	2%	nt
CCC(C)NC(=O)Cc1ccc(NC(=O)N2CCCCc3ccccc32)cc1 (centres undefined)	-5	26%	-12%	0%	38%[activator]	nt	-2%	2%	-3%
O=C(NCc1cccnc1)Nc1ccccc1	-13	3%	7%	1%	33%	17%	-4%	-7%	-2%
Cc1cccn2c(=O)c(C=O)c(Nc3ccccc3)nc12	2	3%	-19%	7%	2%	12%	nt	-6%	-7%
OC[C@@H](O)COc1cccc2ccccc12	nt	nt	nt	-6%[19.4 µM]	nt	-6%	14%	nt	nt
O=C1c2cccc3cccc(c23)C(=O)N1c1ccncc1	-8	-15%	9%	-1%	-2%	9%	0%	-2%	6%
COc1ccc(NC(=O)CCNS(=O)(=O)c2cccc3nsnc23)c(OC)c1	-1	-9%	-20%	-21%	-12%	40%	-20%	11%	2%
Cc1cccc(C=NOCCc2ccccc2)n1	-12	18%	-11%	-16%	nt	nt	-1%	19%	nt
O=C(NCc1ccccc1)c1cc(S(=O)(=O)N2CCOCC2)ccc1F	-1	-16%	2%	-18%	-4%	2%	?	5%	-12%
CNc1snc(C)c1C(=O)OC(C)C(=O)Nc1ccccc1 (centres undefined)	-1	-2%	-18%	1%	nt	21%	-47%	4%	nt
Cc1nc2c(sc3nc(N4CCOCC4)c4c(c32)CC(C)(C)OC4)c(-c2ccccc2)c1C(=O)O	-2	-11%	-11%	-10%	-23%	3%	?	-7%	0%
COCCSc1nnc(NC(=O)c2ccc(NC(C)=O)cc2)s1	-4	22%	-12%	5%	1%	2%	4%	?	-5%
COc1ccc(NC(=O)COC(=O)CCC2CCCC2)c(OC)c1	-1	17%	-29%	-8%	nt	-16%	59%[activator]	6%	nt
Cc1cc(OCc2cc(C(=O)N(C)C(C)c3ccccn3)no2)cc(C)c1Cl (centres undefined)	1	-3%[56.9 µM]	-17%	2%	23%	1%	6%	-2%	?
CCCNC(=O)Cn1nc(C(F)(F)F)c2c1CCCC2	1	-6%[11.4 µM]	-18%	-7%	-3%	-6%	173%[activator][57.4 µM]	-1%	-1%
CC(=O)SCCC(=O)N1C(C)CCCC1C(=O)O (centres undefined)	-6	4%	-3%	-19%	11%	3%	-2%	-4%	-8%
CC1CCCC(C)N1S(=O)(=O)c1ccc(NC(=O)CNCC2CCCO2)cc1 (centres undefined)	-9	16%	-8%	1%	3%	-2%	?	-1%	?
CN(C(=O)COC(=O)c1cccc(F)c1)c1ccccc1	-3	-11%	-12%	2%	17%	12%	-5%	13%	-17%
Cc1c(F)cccc1NC(=O)c1ccc2c(c1)CCN2S(C)(=O)=O	0	-6%	-8%	-8%	4%	46%[activator]	-3%	256%[activator]	-6%
New compounds follow:
SMILES	LDHA inh	RGS4 inhibitor	POLH inh	POLK inh	POLB inh	APE1 inh	ALOX12 inh	ERG-DNA inh	Anesthetic bind
Cc1ccc(Cl)cc1N1CCN(CC(=O)NC2CCCc3ccccc32)CC1 (centres undefined)	2	-9%	-25%	-1%	1%	5%	8%	7%	-12%
CC1=C(C)C(=O)N(C(C)CCc2ccccc2)C1=O (centres undefined)	-1	-12%	-16%	9%	31%[activator]	-3%	2%	5%	-12%
CCc1ccc(NC(=O)CCC(=O)N2CCSc3ccccc32)cc1	1	-5%	-20%	8%	0%	7%	384%[activator]	6%	-24%
COc1ccc(OCC(=O)Nc2ccc(NC(=O)c3ccco3)cc2)cc1	-4	-11%	-24%	-18%	-19%	-7%	85%[activator]	0%	-4%
CCn1cc(S(=O)(=O)c2cc(C)cc(C)c2)c(=O)c2cc(F)c(N3CCCC3)cc21	5	9%	-7%	-17%	0%	nt	-25%	-3%	-9%
COc1ccc(-c2cc3ccc(O)c(CN4CCOCC4)c3oc2=O)cc1OC	9	-35%	-13%	0%[60.1 µM]	5%	nt	41%[activator]	-2%	32%[activator]
O=C(c1cccc(F)c1)N1CCC(N2CCCCCC2)CC1	-16	-10%	-6%	-16%	-3%	2%	?	-3%	-7%
CCCC/C(O)=C1\C(=O)CC(C)(C)CC1=NCCCCCC(=O)O	-12	17%	-1%	-8%	40%	3%	-5%	0%	-4%
C/C(=N\NC(=O)c1nnn(-c2nonc2N)c1CN(C)c1ccccc1)c1cccnc1	-4	34%	-5%	-7%	0%	7%	-5%	39%[activator]	-16%
CCOc1ccccc1N1CN(CC)CNC1=S	-8	41%	6%	-8%	36%	1%	0%	-6%	-5%
CCOc1ccc(CNC(=O)C2CCN(C3=NS(=O)(=O)C(c4ccc(C)cc4)=C3CC)CC2)cc1	1	16%	-8%	0%	3%	nt	-18%	-2%	?
COc1ccc(CN(C(=O)Cc2c[nH]c3ccccc23)C(C(=O)NC2CCCCC2)c2ccc(C)o2)cc1 (centres undefined)	0	-25%	-6%	-20%	-15%	0%	?	-7%	-10%
O=C(O)CNC(=O)/C(=C\c1ccco1)NC(=O)c1ccco1	7	-10%	-14%	-31%	-1%	4%	-3%	-14%	-3%
Cc1ccc(C(=O)Nc2ccc(C(=O)NCC3CCCO3)cc2)cc1 (centres undefined)	-9	-10%	3%	-6%	31%	-2%	0%	12%	3%
Cc1c(Cl)cccc1NC(=O)CC1Oc2ccccc2NC1=O (centres undefined)	3&2	-1%&13%	-1%&-11%	-11%&1%	8%&-1%	-4%	211%&-15%[activator]	4%&-1%	-3%&2%
CCOC(=O)C1=C(C)OC(N)=C(C#N)C1c1ccc(C)o1 (centres undefined)	6	-25%	-1%	-7%	-28%	-9%	-18%	nt	-16%
Cc1cc2ccccc2n1CCNC(=O)C1CCCC1	-11	2%	-19%	-3%	1%	-3%	-11%	-8%	?
O=C(CN(C(=O)CNC(=O)c1cccs1)c1cccc(F)c1)NC1CCCCC1	-4	-4%	-11%	-11%	24%	-11%[12.4 µM]	-1%	-1%	5%
O=C(COC(=O)C1CCN(c2ccc(C(F)(F)F)cn2)CC1)Nc1ncc(Cl)cc1Cl	-6	19%	?	-24%	nt	-4%	62%[activator]	-15%	nt
COc1ccc(-c2nnc3sc(CN4C(=O)c5ccccc5C4=O)nn23)cc1	-3	-30%	9%	-9%	-27%	-1%	?	-5%	-18%
Cc1ccc(CCNC(=O)C2CCCN(c3nc4ccccc4o3)C2)cc1 (centres undefined)	-10	15%	-12%	2%	-25%	-3%	0%	-11%	3%
CCOC(=O)/C(=C/c1c(C)n(C)c2ccc([N+](=O)[O-])cc12)C(C)=O	-13	-38%	-15%	-4%	38%	18%	-1%	-4%	2%
O=C(COc1ccc2ccccc2c1)N1CCCC1	1	31%	0%	-1%	0%	-3%	0%	-5%	4%
COc1ccc(S(=O)(=O)NCC(c2ccco2)N2CCN(c3ccccc3F)CC2)cc1C (centres undefined)	4	3%	-18%	-2%[60.1 µM]	-18%	nt	-23%	-2%	23%
COc1ccc(CCN(CC(=O)NC2CCCC2)C(=O)CCC(=O)Nc2cc(C)on2)cc1OC	-3	9%	-11%	0%	9%	-7%	1%	-9%	-11%
NS(=O)(=O)c1cccc(NC(=O)Cc2ccc(Cl)c(Cl)c2)c1	-5	-36%	-17%	-11%	0%	0%	-19%	-6%	-23%
COc1ccc2c(CNC3CCCCCC3)c(C(=O)O)n(Cc3cccc(F)c3)c2c1	-9	17%	-6%	-14%	38%	nt	-25%	7%	4%
Cc1ccc(/C=N\NC(=O)COc2ccc(C)cc2[N+](=O)[O-])cc1	-4	4%	0%	-4%	3%	-3%	-9%	2%	-22%
COc1ccc(C(=O)NNC(=O)Cc2nc3ccccc3n2C)cc1	-1	-11%	-22%	-16%	nt	12%	3%	-6%	nt
Cc1ccc(C(=O)Oc2cc(-c3ccccc3)no2)cc1	-4	-15%	-13%	-3%	7%	5%	204%[activator]	-9%	-11%

Only POLH inh (two entries from above):
Structure,POLH inh
COc1ccc(S(=O)(=O)NCC(c2ccco2)N2CCN(c3ccccc3F)CC2)cc1C (centres undefined),-18%
COc1ccc(CCN(CC(=O)NC2CCCC2)C(=O)CCC(=O)Nc2cc(C)on2)cc1OC,-11%

Bioassay records as filed in PubChem.
